Screening data (PubChem)
Glioma ERSR ind = ER stress response induction in glioma. 0.02% of 420,000 active. U87-MG GRP78 promoter luciferase reporter, 16 h. Potency, µM, for inactives: top-dose activation, most hits filed as activators; also: potency is read from the fitted curve at half-maximal effect; series mostly up to about 76 µM; % of control where 0% means no effect; nearly all actives have a fitted effect of over 35% in size
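ERSR induction read as luciferase luminescence (Bright-Glo, 10 min at room temperature) in stably transfected human U87-MG glioma cells exposed to compounds for 16 h, using GRP78 as sensor.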
Vif-A3G inh = inhibitors of Vif-APOBEC3G interaction. Q9HC16. 0.076% of 410,000 active. HeLa A3G-eYFP + Vif (tagged APOBEC3G with the HIV-1 protein that degrades it), YFP fluorescence, overnight. Potency, µM (doses to about 46.1 µM), inactives show at the highest dose activity, negative = active, hits mostly inhibitors;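 also: potency is read from the fitted curve at half-maximal effect; % is scaled to controls: 0 for no effect and ±100 for the full control effect; nearly all actives have a fitted effect of over 60% in size; hits raise eYFP signal because A3G escapes Vif-driven loss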
Target sequence (Q9HC16 whole entry, looked up): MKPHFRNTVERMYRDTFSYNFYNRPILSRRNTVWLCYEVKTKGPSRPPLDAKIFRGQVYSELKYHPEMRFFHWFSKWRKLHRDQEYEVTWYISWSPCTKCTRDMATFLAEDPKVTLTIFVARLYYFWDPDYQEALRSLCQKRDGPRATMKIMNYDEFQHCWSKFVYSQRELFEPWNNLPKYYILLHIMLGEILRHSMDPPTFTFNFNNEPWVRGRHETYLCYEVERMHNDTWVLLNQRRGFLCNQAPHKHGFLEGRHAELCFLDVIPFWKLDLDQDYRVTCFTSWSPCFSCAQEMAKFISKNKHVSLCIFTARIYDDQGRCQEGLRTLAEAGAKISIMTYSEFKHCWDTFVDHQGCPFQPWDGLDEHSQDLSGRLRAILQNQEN
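Read-out is eYFP fluorescence (Ex 488/Em 500-530) from Vif-expressing HeLa A3G-eYFP cells; more signal means A3G escaped Vif-mediated degradation. Cells plated overnight, compound pinned in, incubated overnight at 37 deg C.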
D1 antagonist = blocks dopamine activation of the human D1 receptor | activity change, negative = inhibition, % at 10 µM | 3.2% of 360,000 active | P21728 | HEK293 TREx D1 cells, calcium flux, dopamine EC80; stronger effect = lower value; in the data active = activity change below about -30%; also: % is scaled to controls: 0 for no effect and ±100 for the full control effect
Target sequence (P21728 whole entry, looked up): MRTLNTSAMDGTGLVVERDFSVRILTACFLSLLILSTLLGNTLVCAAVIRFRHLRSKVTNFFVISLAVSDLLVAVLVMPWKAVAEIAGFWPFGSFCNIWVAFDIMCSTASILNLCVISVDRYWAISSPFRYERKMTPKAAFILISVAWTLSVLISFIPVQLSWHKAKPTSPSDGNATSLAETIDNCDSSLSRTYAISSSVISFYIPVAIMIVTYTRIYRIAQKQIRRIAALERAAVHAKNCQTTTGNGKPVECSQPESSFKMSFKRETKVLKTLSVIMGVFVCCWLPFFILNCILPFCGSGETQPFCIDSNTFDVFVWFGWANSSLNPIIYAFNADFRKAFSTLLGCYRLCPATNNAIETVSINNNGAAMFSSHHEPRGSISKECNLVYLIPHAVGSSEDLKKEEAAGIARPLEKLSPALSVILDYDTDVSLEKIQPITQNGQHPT
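Tetracycline-induced HEK293 Trex D1 cells, force-coupled to calcium, dye-loaded; compounds added and read 180 s, then EC80 dopamine added and calcium flux tracked kinetically another 180 s.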
D2 potentiator = positively modulates the human D2 dopamine receptor allosterically; P14416; HEK293 T-REx D2, calcium flux, EC20 dopamine potentiation; potentiation, % at 10 µM; 0.34% of 340,000 active; AID 485347;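 active = potentiation over 3 SD above the plate norm, cut at about 30% in these data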; also: 0% is about no effect
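Tetracycline-induced HEK293 T-REx cells force-coupled to calcium signalling expressed D2; compounds were pin-added after a 10 s baseline, read kinetically 180 s, then an EC20 dopamine challenge followed with a further 180 s calcium read.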
Vif-A3F inh = Vif-A3F binding inhibition; Potency, µM (top dose mostly 46.1 µM), inactives show at the highest dose activity, negative = active; AID 602313; 0.2% of 390,000 active; HeLa A3F-eYFP + Vif (tagged APOBEC3F with the HIV-1 protein that degrades it), YFP fluorescence increase; also: potency is read from the fitted curve at half-maximal effect; % of control where 0% means no effect; nearly all actives have a fitted effect of over 65% in size
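HeLa cells stably expressing Vif plus C-terminally eYFP-tagged A3F were seeded, incubated overnight at 37 deg C, dosed with compound, incubated overnight again at 37 deg C. Yellow fluorescence (Ex 488/Em 500-530) reported blocked Vif-mediated A3F-eYFP degradation.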
D1 PAM = human D1 dopamine receptor positive modulation; P21728; HEK293 TREx D1 cells, calcium flux, dopamine EC20 potentiation; potentiation, % at 10 µM; 0.036% of 360,000 active; AID 504651; in the data active = potentiation above about 30%; also: 0% is about no effect
D1 ag = agonists of human D1 dopamine receptor; HEK293 T-REx D1 cells, calcium flux, agonist mode; activation, % at 2 µM; P21728; 1% of 360,000 active; AID 504660; in the data active = activation above about 30%; also: 0% is about no effect
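Inducible HEK293 T-REx D1 cells, force-coupled to calcium signalling, were plated at 4000 cells/well with tetracycline and held overnight at 30 C. After no-wash calcium dye loading, compound-evoked calcium rise over 180 s flagged agonists.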
RXFP1 agonist = RXFP1 (human) receptor agonism. HEK293T-RXFP1 cAMP TR-FRET, 30 min; response scale: percent of porcine relaxin response, buffer zero. Potency, µM (top dose mostly 57.5 µM), for the others: at the top dose activation, actives largely listed as activators. 0.3% of 370,000 active; also: potency is read from the fitted curve at half-maximal effect; % is scaled to controls: 0 for no effect and ±100 for the full control effect; nearly all actives have a fitted effect of over 60% in size; many of its hits are not listed in these tables
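cAMP rise read by TR-FRET after 30 min, 37C compound exposure (up to 58 uM) in RXFP1-transfected HEK293 cells with Ro 20174 present. EC50 from Hill-equation fits, with 29 nM porcine relaxin as 100% and buffer as basal.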
LDHA block = blocks human lactate dehydrogenase A; activity change, % (values are at about 110 or 230 µM); purified LDHA, NADH/diaphorase-resazurin fluorescence; stronger effect = lower value; AID 1347041; 0.15% of 480,000 active; P00338; in the data active = activity change below about -30%; inconclusive = mostly about -25% to -30%;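 also: plate controls were DMSO wells for no effect and wells without enzyme for full effect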
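Resorufin fluorescence (ex540/em590), read at 0 and 20 min after diaphorase/resazurin addition, reports the NADH left after a 5 min room-temperature reaction of 2 nM human LDH5 with 0.06 mM NADH and 0.2 mM pyruvate.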
* = called active by the depositor; ? = inconclusive; / = not tested or not shown; & = joins results of further samples; ! = repeats disagree. Unless noted, calls follow the shape of the dose curve; as a rule, active = well fitted curve in the direction sought with a large enough effect; inconclusive = small, poorly fitted or top-dose-only effect, or another doubt; inactive = no such curve, though single readings can be large; an effect the other way counts as inactive or inconclusive. The list is partial; rates above refer to the full screens.

Values in the order – Glioma ERSR ind | Vif-A3G inh | D1 antagonist | D2 potentiator | Vif-A3F inh | D1 PAM | D1 ag | RXFP1 agonist | LDHA block
- CCn1c(CC(=O)Nc2ccc(C)cc2)nnc1SCC(=O)N1CCOCC1
  -5% | 1% | -6 | -5 | -12% | -2 | 4 | -0.4% | 1
- CC(=O)c1ccc(NS(=O)(=O)c2cc3[nH]c(=O)c(=O)[nH]c3cc2C)cc1
  -5% | -2% | 4 | -8 | -1% | 3 | 16 | 8.2% | 0
- CC(=O)c1ccc(NC(=S)NC2CCCC(C)C2C)cc1 (stereo not drawn)
  4% | 1% | -18 | / | -3% | -1 | 22 | 0.4% | 0
- COc1cc(C(=O)Nc2ccc(C)cn2)ccc1OCC(=O)N1CCOCC1
  4% | -5% | -2 | 1 | 8% | -4 | 1 | -1.1% | -9
- CCN(C[C@H]1N[C@@](C)(C(=O)OC)[C@H]2C(=O)N(Cc3ccccc3)C(=O)[C@@H]12)C(=O)c1ccc(F)cc1
  -2% | 1% | / | / | -3% | / | / | / | -3
- Cc1ccc2c(c1)NC(=O)c1cccnc1N2
  0% | 2% | -7 | -1 | -3% | -2 | -1 | -2.2% | 1
- Cc1ccc(C)c(NC(=O)COC(=O)c2c(-c3ccccc3)noc2C)c1
  -6% | 1% | / | / | -7% | / | / | / | 1
- CCC(C)[C@H](NC(=O)N1CCCCCC1)C(=O)O (stereo partly drawn)
  1% | 4% | 7 | -5 | -3% | -9 | 0 | 4.6% | -2
- COc1cccc(-c2nc(SCC(=O)NCc3ccco3)c3c(=O)n(C)c(=O)n(C)c3n2)c1
  / | / | 7 | -3 | / | -2 | 1 | -0.1% | -1
- O=C(CCl)N(C/C=C/c1ccccc1)c1ccc2c(c1)OCCO2
  -9% | -27% | -2 | -18 | -16% | 2 | 4 | 0.9% | 8
- O=c1cc(O)c2sc3nc(C(F)(F)F)c4c(c3c2[nH]1)CCCCC4
  -7% | 1% | 0 | 4 | -3% | -2 | 5 | 9.2% | -5
- CCOC(=O)c1c(NC(=O)/C=C/c2ccc(C)cc2)sc(C(C)=O)c1C
  -3% | -2% | -32* | 0 | -2% | -3 | -1 | 2.7% | -5
- N/N=C(\c1ccccc1)c1cc(Br)ccc1N
  -2% | 0% | -5 | -3 | -3% | 0 | 6 | 2.6% | -3
- CCn1c(=O)c(C(=O)NCc2ccccn2)c(O)c2ccccc21
  0% | -7% | 10 | 6 | -1% | -1 | 4 | 18% | 3
- COc1ccc(CCNC(=O)c2cccc(-n3cnnn3)c2)cc1
  1% | -2% | / | / | 5% | / | / | / | 2
- CCOC(=O)c1oc2ccc(S(=O)(=O)n3nc(-c4cc(OC)c(OC)c(OC)c4)cc3N)cc2c1C
  -2%&0% | -4%&-1% | -23&-2 | 3&11 | -6%&-6% | 3&0 | -1&2 | -1.1%&-0.6% | -3&-1
- COc1ccc(-c2cc(C(F)(F)F)nc(SCC(=O)N(C)Cc3cnn(C)c3C)n2)cc1OC
  -4% | -4% | -1 | 3 | -7% | 0 | 0 | 5.2% | 1
- CCOC(=O)C1(Cc2ccccc2)CCN(Cc2cnn(CC)c2)CC1
  -6% | 9% | 7 | -4 | ? | 1 | 0 | -0.2% | -6
- c1ccc(CSc2ncnc3c2sc2nc(N4CCOCC4)c4c(c23)CCCC4)cc1
  -5% | 1% | -5 | -9 | -1% | -1 | 4 | -1.5% | -7
- CCC(=O)Nc1c(-c2ccc(OC)cc2)c(=O)c2ccccc2n1C
  -3% | -6% | -28 | 4 | / | -5 | 1 | 3.5% | -3
- CC1CC(C)CN(CCCNC(=O)C2CCC(=O)N2C2CCCC2)C1 (stereo not drawn)
  -5% | -5% | 9 | -8 | 2% | -1 | 1 | -3.6% | -2
- CCC(C(=O)NCCc1ccc(C)cc1)n1nc(C)c2c(C)n(-c3ccccc3)nc2c1=O (stereo not drawn)
  -3% | -2% | -1 | 10 | -14% | 3 | 0 | -2.4% | 0
- CCOc1cc(/C=C2/C(=O)ON=C2C)ccc1OCc1ccc(F)cc1
  -1% | 0% | -4 | 4 | -20% | -4 | 0 | 0.6% | -8
- CCCn1c(SCC(=O)NCCc2ccccc2)nnc1C(C)C
  1% | 0% | -7 | 4 | -4% | -3 | 1 | -0.7% | -7
- O=C(NC(=S)NNC(=O)c1ccccc1O)c1cccnc1
  9% | 5% | -14 | / | -10% | -5 | 6 | -0.2% | 2
- Cc1ccc(C(C)C)cc1NC(=O)Nc1ccc([N+](=O)[O-])cc1
  -6% | 0% | -49* | -23 | -21% | -14 | 17 | -2.9% | -1
- C[C@H]1CN([C@@H](C)CO)C(=O)c2cccc(NC(=O)C3CC3)c2O[C@H]1CN(C)Cc1ccc(-c2ccccc2)cc1
  -3% | -4% | / | / | -4% | / | / | / | -5
- O=C1/C(=C/c2ccncc2)CCC/C1=C\c1ccncc1
  -18% | ? | -21 | / | 2% | -4 | 4 | 1.1% | -4
- COc1cc2c(cc1OC)C(c1ccccc1C(F)(F)F)CC(=O)N2 (stereo not drawn)
  -1% | 1% | -22 | 5 | 5% | -8 | 4 | 0.0% | 0
- N#CCOc1nc(N2CCOCC2)nc(N2CCOCC2)n1
  -3% | 1% | -9 | 5 | 0% | -2 | 1 | 0.4% | -31*!

Reformatted bar-delimited: part of the list above.
canonical_smiles | Glioma ERSR ind | Vif-A3G inh | D1 antagonist | D2 potentiator | Vif-A3F inh | D1 PAM | D1 ag | RXFP1 agonist | LDHA block
c1ccc(CSc2ncnc3c2sc2nc(N4CCOCC4)c4c(c23)CCCC4)cc1 | -5% | 1% | -5 | -9 | -1% | -1 | 4 | -1.5% | -7
CCC(=O)Nc1c(-c2ccc(OC)cc2)c(=O)c2ccccc2n1C | -3% | -6% | -28 | 4 | / | -5 | 1 | 3.5% | -3

Remaining list, next part
Values in the order – Glioma ERSR ind | Vif-A3G inh | D1 antagonist | D2 potentiator | Vif-A3F inh | D1 PAM | D1 ag | RXFP1 agonist | LDHA block
- O=C(NCCCc1ccccc1)Nc1ccccc1
  5% | 0% | -23 | -4 | 4% | -3 | 2 | -0.1% | -4
- CCOC(=O)C1CCCN(C(=O)COC(=O)c2cccs2)C1 (stereo not drawn)
  2% | -2% | / | / | 0% | / | / | / | -9
- Cc1cccc(CN2C(=O)N(c3ccc(C(C)C)cc3)S(=O)(=O)c3ccccc32)c1
  -3% | 5% | -21 | -1 | 0% | -1 | 2 | 3.4% | 2
- CC1(c2nnc(-c3cccc(Cl)c3)o2)CC(c2cccc([N+](=O)[O-])c2)=NO1 (stereo not drawn)
  -4% | -3% | 1 | / | 4% | -4 | -1 | 0.4% | -8
- O=C(NCc1ccco1)C(c1ccc(F)cc1)N(Cc1cccnc1)C(=O)Cn1nnc2ccccc21 (stereo not drawn)
  -4% | 0% | 10 | 15 | -11% | 3 | 0 | 0.2% | -1
- C/C(=N\NC(=O)c1nnn(-c2nonc2N)c1CSc1ccccc1)c1ccco1
  -1% | 4% | 1 | 7 | -16% | 14 | 8 | -3.7% | -5
- COc1ccc(C2CC(=O)NC3=C2C(=O)CCC3)cc1Cl (stereo not drawn)
  -2% | -1% | -1 | 5 | 2% | -3 | 3 | 5.3% | -1
- O=C(COC(=O)c1cnccn1)NCCc1ccc(Cl)cc1Cl
  -4% | 2% | -1 | 4 | 2% | 10 | -1 | 0.2% | 0
- Cc1ccc(C(=O)N2CCN(CCNC(=O)C(=O)NCc3ccc(Cl)cc3)CC2)cc1
  -2% | -5% | 2 | -21 | -13% | -6 | 0 | 0.8% | -6
- O=C(Nc1ccc(OC(F)(F)F)cc1)c1cnccn1
  3% | -6% | -20 | / | 11% | -13 | 3 | -0.8% | -2
- CN(C)S(=O)(=O)c1ccc(NC=O)cc1
  -3% | 2% | 4 | -3 | 12% | 4 | 0 | -0.4% | 6
- CCOC(=O)C(CC)Sc1nnc2n1C(C)(C)Cc1ccccc1-2 (stereo not drawn)
  -2% | 1% | / | / | 13% | / | / | 1.5% | -17
- O=S1(=O)N[C@@H](CC2CCCCC2)COc2cc(Br)ccc21
  -1% | -3% | / | / | -9% | / | / | / | -2
- COC(=O)c1cc(=O)n(-c2c(Cl)cc(C(F)(F)F)cc2Cl)[nH]1
  4% | 0% | 1 | 0 | 3% | 1 | 6 | 1.4% | 1
- COc1cc(NS(=O)(=O)c2ccc(NC(=S)NC(=O)COc3ccccc3OC)cc2)nc(OC)n1
  -1% | -1% | -12 | 14 | -1% | 5 | -2 | 0.0% | -2
- Cc1ccc(-n2nccc2-c2nn(-c3cccc(C(F)(F)F)c3)c(=O)n(C)c2=O)cc1
  -3% | 0% | 8 | 5 | 2% | 3 | 2 | 6.0% | -2
- O=C(CCN1C(=O)C2CC=C(Cl)CC2C1=O)NC1CCCCC1 (stereo not drawn)
  -2% | 0% | 1 | -5 | -3% | -2 | 6 | 0.6% | 1
- CC(NC(=O)c1ccnn1C)C1CCCO1 (stereo not drawn)
  -3% | 0% | -2 | 25 | 1% | 4 | 3 | 3.5% | -10
- COC(=O)Cc1c(C)c2ccc(OCC(=O)NC3CCS(=O)(=O)C3)cc2oc1=O (stereo not drawn)
  -2% | 0% | -1 | -3 | -2% | -9 | 1 | 7.1% | -3
- Cc1ccccc1S(=O)(=O)NC1OC(=O)C(Oc2ccccc2)=C1Br (stereo not drawn)
  -5% | 1% | 0 | -9 | 4% | -1 | 3 | -0.4% | -4
- O=C(COC(=O)C1COc2ccccc2O1)NC1CCCCC1 (stereo not drawn)
  -2% | 3% | / | / | -7% | / | / | / | -7
- CCOC(=O)C1CCN(C(=O)c2cccc(NC3=NC4CS(=O)(=O)CC4S3)c2)CC1 (stereo not drawn)
  -3% | 1% | -5 | 0 | 7% | -1 | 5 | 9.5% | -4
- CCOc1ccc(C(=O)CCNC(Cc2cnc[nH]2)C(=O)O)cc1 (stereo not drawn)
  2% | -1% | 13 | 8 | -2% | -2 | 2 | -3.8% | 1
- COC(=O)c1ccccc1NS(=O)(=O)c1ccc2[nH]c(=O)[nH]c2c1
  -5% | 0% | 10 | -4 | -2% | -4 | 1 | 1.8% | -4
